# MEKK2 WT-MEK5 = raises or lowers MEK5 binding to wildtype human MEKK2 PB1 domain; Q9Y2U5; bead flow cytometry, Alexa488-MEK5 binding to MEKK2 WT; actives lie on both sides; binding response (% of control), % at 10 µM; hit rate 1.1% among 290,000; AID 1531; in the data active = binding response below about 67% or above about 130%
# V1R ag counter = activates human V1a receptor in oxytocin agonist counter-screen; P37288; CHO-V1R cells, Fluo-8 calcium fluorescence, agonist mode; 0% DMSO, 100% 3 nM vasopressin; activation, % at 3 µM; hit rate 0.25% among 320,000;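 active = activation above the mean activation of all tested compounds plus 3 SD, per screening run, cut at about 20% in these data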;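 note: signal is peak over basal fluorescence ratio across a 100 second FLIPR read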
# Target sequence (P37288 whole entry, looked up): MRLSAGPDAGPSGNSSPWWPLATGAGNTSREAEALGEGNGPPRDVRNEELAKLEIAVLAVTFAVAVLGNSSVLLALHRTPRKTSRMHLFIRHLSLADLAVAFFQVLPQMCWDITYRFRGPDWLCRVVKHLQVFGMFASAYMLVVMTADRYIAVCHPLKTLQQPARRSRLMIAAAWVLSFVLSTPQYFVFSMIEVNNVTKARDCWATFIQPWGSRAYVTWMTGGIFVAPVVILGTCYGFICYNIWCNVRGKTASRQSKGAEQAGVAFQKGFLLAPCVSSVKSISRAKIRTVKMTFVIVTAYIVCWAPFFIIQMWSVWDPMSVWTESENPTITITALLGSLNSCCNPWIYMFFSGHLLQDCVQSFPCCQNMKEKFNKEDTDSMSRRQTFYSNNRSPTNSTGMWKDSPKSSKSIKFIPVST
# MEKK3 PB1 HTS = MEKK3-MEK5 PB1 interaction, increase or decrease; Q99759; bead-based flow cytometry, Alexa488-MEK5 binding to MEKK3; actives lie on both sides; 0 = blocked by unlabeled MEK5, 100 = vehicle; binding response (% of control), % at 10 µM; hit rate 1.4% among 290,000; AID 1529;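 active = binding response more than 3 SD above or below the average of its plate-row segment, actives on both sides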;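 note: Alexa488 bead fluorescence after subtracting the streptavidin-only scavenger bead signal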
# OXTR agonist = activates the human oxytocin receptor. activation, % at 3 µM. hit rate 0.32% among 320,000. P30559. AID 2435. CHO-OTR cells, Fluo-8 calcium fluorescence; normalized: DMSO 0%, oxytocin 100%;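 active = activation above the mean of all tested compounds plus 3 SD, cutoff set per screening run, cut at about 20% in these data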;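 note: peak over basal fluorescence ratio from a 100 s FLIPR kinetic read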
# PHOSPHO1 inh = PHOSPHO1 (human) inhibition; recombinant PHOSPHO1, absorbance phosphatase assay; AID 1565; hit rate 1.1% among 290,000; inhibition, % at 13.3 µM; in the data active = inhibition above about 60%
# Target sequence (Q8TCT1 whole entry, looked up): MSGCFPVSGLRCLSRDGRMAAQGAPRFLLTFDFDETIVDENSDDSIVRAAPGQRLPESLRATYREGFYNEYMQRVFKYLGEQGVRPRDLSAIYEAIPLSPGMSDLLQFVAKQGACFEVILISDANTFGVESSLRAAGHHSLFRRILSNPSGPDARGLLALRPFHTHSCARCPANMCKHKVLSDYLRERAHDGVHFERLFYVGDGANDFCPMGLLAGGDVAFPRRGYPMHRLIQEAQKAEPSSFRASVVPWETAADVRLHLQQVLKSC
# GPR7 antagonist = blocks human GPR7 receptor signaling. P48145. GPR7-expressing cells, fluorescence antagonist assay. inhibition, % at 4.4 µM. hit rate 1.1% among 290,000; in the data active = inhibition above about 16%, passing the limit was not always enough;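 note: cells stimulated with the agonist NPW; 0% = agonist with vehicle and 100% = vehicle without agonist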
# GalR3 antag = human GalR3 antagonism | O60755 | HEK293 GalR3-CNG cAMP membrane potential fluorescence; galR3 body fused to GalR1 C-terminus | inhibition, % at 3 µM | hit rate 0.44% among 360,000 | AID 651719;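 active = inhibition above the screen-wide average plus 3 SD, cut at about 13% in these data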;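 note: forskolin and galanin both at EC90 stimulate the cells; cAMP rise reported by CNG channel membrane potential dye signal; 0% = forskolin plus galanin with DMSO and 100% = forskolin alone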
# Target sequence (O60755 1-299 limits assumed): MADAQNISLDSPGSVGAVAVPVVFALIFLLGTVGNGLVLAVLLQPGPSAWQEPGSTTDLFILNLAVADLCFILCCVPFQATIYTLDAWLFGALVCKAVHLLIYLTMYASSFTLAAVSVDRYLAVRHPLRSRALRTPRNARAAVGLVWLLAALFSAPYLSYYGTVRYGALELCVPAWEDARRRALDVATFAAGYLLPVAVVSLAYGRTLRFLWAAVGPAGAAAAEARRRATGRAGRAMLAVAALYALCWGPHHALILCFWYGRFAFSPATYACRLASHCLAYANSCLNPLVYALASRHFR
# MEKK2 mut-MEK5 = signal of MEK5 binding to mutant human MEKK2 PB1 domain | AID 1530 | hit rate 0.35% among 290,000 | bead flow cytometry, Alexa488-MEK5 binding to MEKK2 mutant | percent response, % at 10 µM; in the data active = percent response above about 24%, passing the limit was not always enough; note: inactives centre near 1; some results filed as inactive read as strong as hits; reference of the scale not given here
# NALP1 inh = inhibitors of NALP1 inflammasome in yeast; hit rate 0.61% among 280,000; AID 2071; inhibition, % at 10 µM; S. cerevisiae NALP1/ASC/caspase-1 growth, X-gal OD620, 72 h; in the data active = inhibition mostly above about 24%, no sharp cut-off; inactive = mostly below about 32%; note: some compounds called inactive have numbers as strong as hits
# The depositor's hits bear a star; . = not tested or not shown.
no.	structure	GPR7 antagonist	PHOSPHO1 inh	V1R ag counter	GalR3 antag	MEKK3 PB1 HTS	NALP1 inh	MEKK2 mut-MEK5	MEKK2 WT-MEK5	OXTR agonist
1	COC(=O)Nc1ccc(S(=O)(=O)NC2CCS(=O)(=O)C2)cc1 (configuration not stated)	-11	20	9.1	-4	96	.	5	100	-0.2
2	Cc1ccc(NC(=O)COC(=O)c2cc(Cl)ccc2[N+](=O)[O-])c(C)c1	-3	17	-1.2	-1	101	22	-1	100	-1.2
3	O=C(NCCSCc1ccco1)c1ccc(=O)[nH]c1	-9	28	0.8	-8	103	-1	2	99	0.6
4	Cc1c(NC(=O)c2cnn3c2NC(c2ccccc2)CC3C(F)(F)F)c(=O)n(-c2ccccc2)n1C (configuration not stated)	-3	7	-0.6	-7	103	14	9	102	-1.4
5	Cc1ncc2c(c1OC(=O)c1ccc([N+](=O)[O-])cc1)COC(C)(C)OC2	-1	26	0.2	-4	107	10	-4	102	-1.9
6	CCOC(=O)N1CCC2(CC1)C(C#N)=C(N)Oc1n[nH]c(CSc3ccc(C)cc3)c12	10	-4	0.4	-3	106	5	8	105	-1.1
7	Cc1ccc(S(=O)(=O)Nc2cc(C(=O)N3CCOCC3)ccc2N2CCCCC2)cc1	9	45	-0.7	-2	105	-10	1	106	-2.5
8	CCOc1ccc(N(CC(=O)N2CCCCCC2)S(=O)(=O)c2ccc(F)cc2)cc1	0	25	-0.4	-2	98	-2	11	99	-1.3
9	CS(=O)(=O)N1CCCC(C(=O)NCCN2CCC(Cc3ccccc3)CC2)C1 (configuration not stated)	-3	0	-0.7	-1	88	36	-4	100	0.4
10	N#Cc1c(/N=C/c2ccco2)sc2c1CCC2	-14	-18	-0.7	-2	92	13	-3	93	-0.7
11	COc1ccc(OC(C)C(=O)N2CCCc3ccccc32)cc1 (configuration not stated)	9	13	-0.9	-4	87	16	-5	86	-0.6
12	O=C(ONc1ccc(N=NC(=O)c2ccccc2O)cc1)c1ccccc1	-9	83*	0.2	-3	103	22	4	100	0.1
13	CCn1c(SCC(=O)Nc2nc(C)cs2)nnc1C(C)NC(=O)c1ccccc1 (configuration not stated)	0	9	-0.2	-1	89	9	0	96	-1.2
14	O=C(CCCCCBr)N1CCC(CC2CC(c3cccc(Br)c3)=NO2)(C(=O)NCC2CCCCC2)CC1 (configuration not stated)	7	-7	0.2	-5	102	1	2	102	-1.2
15	COC(=O)CC(c1ccc(F)cc1)n1c(C)ccc1C (configuration not stated)	-4	46	-1.2	5	105	-4	2	104	-2.1
16	COc1ccc(-c2nc(NC(=O)c3nc4nccc(C)n4n3)sc2C)cc1	1	20	-1.8	-2	100	13	-1	98	-2.2
17	O=C(NCc1ccncc1)c1ccc(Oc2ccccc2)cc1	2	32	5.3	-11	104	2	0	102	7.9
18	CCOC(=O)c1[nH]c2ccc(C(=O)OC)cc2c1C(=O)OCC	-15	4	-1.7	-3	100	-2	0	103	-2.2
19	COc1ccc(NC2c3ccccc3C(=O)N2c2ccccn2)cc1 (configuration not stated)	-12	32	-1.1	-2	113	21	9	105	-0.5
20	Cc1cc(NC(=O)CCCC(=O)Nc2ccc(F)cc2)no1	-6	-10	0.3	-5	102	40	5	107	-0.4
21	Cc1cccc(C)c1N(CC(=O)N1CCN(c2ccccc2F)CC1)S(C)(=O)=O	-11	10	0.1	1	105	-1	-10	99	1.2
22	COc1cc2c(cc1OC)C(c1cc(C)ccc1C)CC(=O)N2 (configuration not stated)	-17	19	.	-10	99	-7	2	100	.
23	CC(=O)Oc1ccccc1C(=O)O	.	.	-0.5	2	113	.	3	116	-0.1
24	Cc1ccc2c(c1)-c1[nH]c(=S)ncc1CS2	-17	-50	-0.9	-5	93	12	-8	89	-0.1
25	O=C(CCCC(=O)c1ccc(F)cc1)c1ccc(F)cc1	3	48	-1.0	1	100	33	-7	107	-2.4
26	Cn1cccc1C(NC(=O)c1ccccc1)C(Cl)(Cl)Cl (configuration not stated)	8	35	0.5	-14	104	-17	8	102	-1.1
27	COCCNC(=O)c1cc(-c2ccccc2OC)on1	-3	0	0.5	.	104	-1	10	106	-0.6
28	O=C(Nc1ccc(NC(=O)c2cccnc2)cc1)c1ccccc1	4	40	0.4	-10	94	6	-2	94	1.6
29	Cc1cc(OCCCCCN2CCCC2)ccc1Cl	3	30	5.4	-2	104	23	3	115	3.9
30	Cc1cc(C)nc(NC2=NCCN2C(=O)NC2CCCCC2)n1	5	2	-0.4	1	103	3	12	106	-1.4
31	S=c1[nH]cc(-c2ccccc2)n1-c1cccc(Cl)c1	-1	44	-0.6	-2	96	20	-2	95	-3.1
32	CCOc1ccccc1OCCCC(=O)N1CCN(S(=O)(=O)c2cccc(F)c2)CC1	-7	-42	-0.9	-5	97	17	-1	98	-1.6
33	Cc1cccc(N2CCN(c3ccc4cc(S(=O)(=O)N5CCCCC5)ccc4n3)CC2C)c1 (configuration not stated)	2	-4	0.1	1	103	17	2	99	-1.2
34	Cc1nn(-c2ccccc2)c(C)c1/C=C/C(=O)OCC(=O)Nc1ncc(C(F)(F)F)cc1Cl	1	-5	-0.9	-10	100	40	2	108	-1.1
35	COc1ccc(N=Cc2nc(-c3ccccc3)oc2OC(C)=O)cc1	1	16	-0.1	-4	87	14	-12	91	-0.6
36	Cc1ccc(CSCC(=O)N/N=C/c2sccc2C)cc1	-9	12	1.2	1	108	8	5	108	2.1
37	CCNC(=O)CSc1ncnc2sccc12	8	14	-0.7	-3	83	6	-12	93	-1.8
38	O=C(c1ccc(C(F)(F)F)cc1)c1c[nH]c(C(=O)NCCCn2ccnc2)c1	-4	29	0.1	-3	101	10	0	101	0.1
39	COc1ccccc1NS(=O)(=O)c1cc(NC(=O)Nc2ccc(Cl)cc2Cl)ccc1N1CCCCC1	-6	-15	0.5	-15	95	20	5	89	0.9
40	Cc1ccc(CNCc2cccnc2)cc1	-13	17	-0.3	-5	102	17	1	105	2.5
41	Cc1ccc(S(=O)(=O)CCc2nnc(NC(=O)CCl)s2)cc1C	-3	17	-0.6	-2	105	-2	-7	96	-0.2
42	CC(=O)c1ccc(NC(=O)c2noc(C)c2[N+](=O)[O-])cc1	5	17	1.3	-7	101	3	4	107	1.0
43	CCOc1ccc(-n2nnc3c(=O)n(CC(=O)Nc4cc(C)on4)cnc32)cc1	1	27	0.4	-6	104	.	-2	104	0.1
44	CCc1cc2cc(OC)ccc2nc1SCC(=O)Nc1cc(OC)c(OC)cc1C(=O)O	-3	47	-0.5	5	107	4	-13	97	-1.1
45	Cc1c(Nc2c3ccccc3nc3ccccc23)c(=O)n(-c2ccccc2)n1C	-3	39	4.2	-3	90	7	-17	88	3.2
46	N#Cc1c(-n2cccc2C=O)sc2c1CCCC2	-1	1	-0.7	-5	97	-7	-1	95	-2.3
47	COc1cccc(/C=C2\Sc3ccc(C(=O)NCC4CCCO4)cc3N(C)C2=O)c1 (configuration not stated)	22	24	1.1	1	98	18	-7	101	-0.7
48	CC1(C)CC(=O)c2c(O)cc(OCC(=O)N3CCN(c4ccc(F)cc4)CC3)cc2O1	-6	38	2.1	-10	102	22	-5	97	0.2
49	C=CCn1c(C)cc(C(=O)CSc2nc(N)cc(N)n2)c1C	3	-80	1.9	-7	87	21	-7	90	0.1
50	COc1ccc(C(=O)Nc2ccc(S(=O)(=O)Nc3nccc(C)n3)cc2)cc1	-23	33	1.2	-10	106	3	2	105	-0.9
51	COc1ccc(-c2csc(NC(=O)c3ccc(OCC(=O)N4CCOCC4)c(OC)c3)n2)cc1OC	-4	-4	2.0	-6	98	16	-1	101	1.7
52	CC(C)C[C@H](NC(=O)N1CCn2c1nc1ccccc12)C(=O)NCc1ccco1	-8	18	3.7	-3	100	9	5	98	-0.9
53	Cn1c(CCNC(=O)c2cc(COc3ccc(F)c(F)c3)on2)nc2ccccc21	-12	58	5.5	0	103	17	7	103	3.9
54	COc1ccc(S(=O)(=O)Nc2ccc(N3CCOCC3)nc2)cc1	-2	48	4.0	-8	99	11	0	99	3.2
55	Cc1ccc(C(=O)NC(=S)Nc2ccc(-c3ccc(CO)o3)cc2)cc1	-5	1	0.2	-3	95	13	-45	97	-1.2
56	CC1CCCC/C1=N\Nc1ccc(S(N)(=O)=O)cc1[N+](=O)[O-] (configuration not stated)	-4	4	4.5	-7	95	48	-1	101	4.3
57	Cc1c(Cl)cccc1NC(=O)Nn1cnnc1	-6	11	.	0	103	15	-2	104	.
58	Cc1ccc(S(=O)(=O)/N=C(\Nc2cc(C)on2)c2ccc(Cl)cc2)cc1	-1	-8	-0.3	-1	103	16	2	107	-0.7
59	CCCCC(=O)Nc1ccc2c(c1)OCCO2	-9	25	-0.6	-4	96	37	1	100	-0.2
60	CCOc1ccc2nc(C)cc(Nc3cccc([N+](=O)[O-])c3)c2c1	7	-3	0.8	0	97	12	-2	98	-0.7

# Entries of single compounds, looked up by structure.
# Listed for COc1ccc(S(=O)(=O)Nc2ccc(N3CCOCC3)nc2)cc1 = GPR7 antagonist = -2; PHOSPHO1 inh = 48; V1R ag counter = 4.0; GalR3 antag = -8; MEKK3 PB1 HTS = 99; NALP1 inh = 11; MEKK2 mut-MEK5 = 0; MEKK2 WT-MEK5 = 99; OXTR agonist = 3.2
# Listed for CCOc1ccc2nc(C)cc(Nc3cccc([N+](=O)[O-])c3)c2c1 = GPR7 antagonist = 7; PHOSPHO1 inh = -3; V1R ag counter = 0.8; GalR3 antag = 0; MEKK3 PB1 HTS = 97; NALP1 inh = 12; MEKK2 mut-MEK5 = -2; MEKK2 WT-MEK5 = 98; OXTR agonist = -0.7

# New compounds follow
no.	structure	GPR7 antagonist	PHOSPHO1 inh	V1R ag counter	GalR3 antag	MEKK3 PB1 HTS	NALP1 inh	MEKK2 mut-MEK5	MEKK2 WT-MEK5	OXTR agonist
61	O=C(Nc1nnc(C(F)(F)F)s1)C1COc2ccccc2O1 (configuration not stated)	-8	-2	12	1	104	9	5	108	16
62	CC(C)(C)N=Cc1cc(-c2ccccc2)sc1O	18	11	-0.9	-8	100	11	2	98	-1.3
63	CCn1c(SCC(=O)N/N=C/c2ccc(C)o2)nnc1-c1ccc(C(C)(C)C)cc1	-2	5	4.0	2	123	35	0	99	-0.8
64	O=C(O)C1C2C=CC(C2)C1C(=O)NCCCc1ccccc1 (configuration not stated)	-4	4	0.0	-4	96	29	-2	95	0.3
65	CC(=O)N1[C@H](Cc2ccccc2)C=C[C@]1(C)C(=O)NCc1ccc(C)o1	-1	-1	-0.6	.	106	1	6	103	-1.7
66	CCOc1ccc(C(=O)CCN2CCCCCC2)cc1	-3	7	-0.3	-2	100	-4	4	107	0.9
67	Cc1ccnc(N/N=C/c2ccccc2)n1	-2	-19	0.1	7	99	22	8	94	-0.3
68	CCc1cc(/C(Cc2ccc3ccccc3n2)=N\O)c(O)cc1O	-12	24	7.5	-4	105	1	9	104	8.9
69	COc1cc(-c2cc(-c3ccc(N)cc3)[nH]c(=O)c2C#N)cc(OC)c1OC	-17	-13	2.3	-10	103	6	7	109	0.7
70	CCCCc1cc(=O)oc2cc(OS(C)(=O)=O)ccc12	-17	-8	0.4	1	96	31	1	100	-0.9
71	Cc1ccc(C(C(=O)NC2CCCC2)N2CCCC(C)C2)cc1 (configuration not stated)	-1	10	0.0	-1	101	31	-3	105	-0.7
72	Cc1ccc(C2C(C#N)=C(N)Oc3c2c(=O)n(C)c(=O)n3C)cc1 (configuration not stated)	-14	42	0.4	-3	104	-1	6	110	-1.0
73	O=C(c1ccc(Cl)cc1)c1ccc(OCC(O)CN2CCOCC2)cc1 (configuration not stated)	-8	-14	5.2	-2	106	19	8	109	11
74	O=C(CCc1nnc(CCCc2ccccc2)o1)NC(C1CC1)C1CC1	-7	12	0.4	-6	98	13	-7	89	-0.8
75	CCOC(=O)c1cc(NC(=O)NC2CCCCC2)c(C)nc1C	-14	39	-0.6	7	99	-16	7	100	-0.5

# Screening results as filed in PubChem.
